# From PubChem BioAssay
# Calb biofilm kill: kills Candida albicans biofilms. C. albicans biofilm + clotrimazole, Alamar Blue. inhibition, % at 6 µM. 85,000 tested, 0.14% active. AID 834;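 active = inhibition above 20%; inactive = inhibition below 20%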;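 note: preformed 24 hr biofilms exposed to compound for 48 hr; 0% = biofilm without compound and 100% = blank killed by clotrimazole plus chlorhexidine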
# LYP inh 2: blocks human PTPN22 phosphatase activity; Q9Y2R2; recombinant LYP catalytic domain, DiFMUP fluorescence; inhibition, % at 2 µM; 96,000 tested, 0.21% active; AID 640;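 active = inhibition at 2 µM at or above a set limit, the screen mean plus 3 SD, cut at about 24% in these data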;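 note: 0% = DMSO with enzyme and 100% = enzyme fully blocked by orthovanadate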
# CYP2C9 activ: activators of human CYP2C9 | P11712 | recombinant CYP2C9, luciferin-H conversion, luminescence; stronger effect = higher value; factor 1 = untreated enzyme, 0 = blocked | activation factor at 5 µM | 96,000 tested, 1.4% active;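 active = activation factor of 2 or more for CYP2C9 at a 5 µM dose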;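 note: 0 = sulfaphenazole-blocked wells and 1 = vehicle-only wells; values of inactives mirror those of a sister screen read the other way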
# CYP2C9 inhib: human CYP2C9 inhibition | P11712 | CYP2C9 Supersomes, luciferin-H conversion, luminescence | inhibition, % at 5 µM | 96,000 tested, 20% active;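 active = blocking of liver enzyme CYP2C9 beyond about 50% at 5 µM, limit read from the data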; note: values of inactives mirror those of a sister screen read the other way
# PLK1 kinase inh: inhibitors of human PLK1 kinase. P53350. recombinant PLK1 kinase, TR-FRET peptide phosphorylation. inhibition, % at 10 µM. 97,000 tested, 0.53% active;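 active = inhibition of 50% or more in the single-concentration screen; inactive = inhibition below 50%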;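 note: 0% = DMSO max control and 100% = H-89 dihydrochloride min control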
# EphB4 ephrin blk: blocks human EphB4 binding to ephrin-B2; P54760; EphB4 LBD / TNYL-RAW-Alexa532 peptide, fluorescence polarization; inhibition, % at 7 µM; 97,000 tested, 0.15% active;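 active = inhibition above the screen-wide mean inhibition plus 3 SD, cut at about 15% in these data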;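 note: 0% = DMSO wells and 100% = excess unlabeled TNYL-RAW peptide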
# Target sequence (P54760 whole entry, looked up, the tested form may be a part): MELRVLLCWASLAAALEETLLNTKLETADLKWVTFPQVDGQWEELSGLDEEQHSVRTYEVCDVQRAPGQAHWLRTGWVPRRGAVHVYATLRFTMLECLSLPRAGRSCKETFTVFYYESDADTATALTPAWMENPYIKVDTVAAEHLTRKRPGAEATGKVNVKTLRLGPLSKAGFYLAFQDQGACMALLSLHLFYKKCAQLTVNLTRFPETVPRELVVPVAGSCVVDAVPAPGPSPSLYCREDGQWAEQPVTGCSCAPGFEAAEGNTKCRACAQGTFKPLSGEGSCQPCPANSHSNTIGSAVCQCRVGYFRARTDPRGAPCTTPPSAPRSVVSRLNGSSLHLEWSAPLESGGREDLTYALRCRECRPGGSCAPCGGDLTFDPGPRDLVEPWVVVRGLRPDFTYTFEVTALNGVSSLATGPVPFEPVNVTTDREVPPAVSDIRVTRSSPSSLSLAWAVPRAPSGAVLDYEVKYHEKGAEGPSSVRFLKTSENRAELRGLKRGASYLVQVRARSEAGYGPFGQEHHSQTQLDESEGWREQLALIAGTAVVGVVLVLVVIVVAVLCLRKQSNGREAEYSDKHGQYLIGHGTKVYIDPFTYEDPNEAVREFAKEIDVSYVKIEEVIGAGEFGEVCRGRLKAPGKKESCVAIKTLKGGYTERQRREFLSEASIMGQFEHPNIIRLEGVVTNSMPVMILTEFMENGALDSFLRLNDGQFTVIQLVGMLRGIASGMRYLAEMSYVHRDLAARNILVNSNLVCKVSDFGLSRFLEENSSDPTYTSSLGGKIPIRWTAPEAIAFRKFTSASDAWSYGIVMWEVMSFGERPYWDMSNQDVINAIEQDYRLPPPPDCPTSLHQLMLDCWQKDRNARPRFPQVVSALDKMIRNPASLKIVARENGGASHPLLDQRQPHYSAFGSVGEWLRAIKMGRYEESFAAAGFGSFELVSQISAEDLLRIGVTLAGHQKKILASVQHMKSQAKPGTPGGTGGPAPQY
# Rev-RRE block: inhibitors of HIV-1 Rev-RRE RNA interaction | P05866 | Rev peptide-RRE RNA binding, FRET | inhibition, % at 8 µM | 97,000 tested, 0.79% active | AID 704;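 active = inhibition above the screen-wide mean plus 3 SD, cut at about 35% in these data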;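 note: 0% = median DMSO wells and 100% = median Neomycin B control wells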
# Target sequence (P05866 whole entry, looked up): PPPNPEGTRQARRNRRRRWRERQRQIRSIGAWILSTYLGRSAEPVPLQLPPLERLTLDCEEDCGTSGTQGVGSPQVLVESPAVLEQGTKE
#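 Test system – labelled RRE RNA duplex and labelled Rev peptide · Reagent – labelled Rev peptide · Doses – one concentration, 8 µM nominal · Incubation – 5 + 15 min at 25 °C · Signal – FRET fluorescence readout · Read-out basis – % inhibition of FRET ratio versus controls · Control set – DMSO wells as 0% and neomycin B wells as 100% inhibition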
# LYP act: increases human PTPN22 phosphatase activity. Q9Y2R2. recombinant LYP, DiFMUP fluorescence; 0 = plate median, 100 = signal doubled. activation, % at 2 µM. 96,000 tested, 0.11% active;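 active = activation at 2 µM above a set limit, the mean plus 5 SD, cut at about 37% in these data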
# Plk1 PBD FP: Plk1 (human) PBD binding inhibition | inhibition, %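 (tested at about 20 µM)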 | AID 693 | 97,000 tested, 0.13% active | Plk1 PBD phosphopeptide binding, fluorescence polarization; in the data active = inhibition above about 34%, passing the limit was not always enough
# * hit, by the source's call; x = not tested or not shown.
SMILES,Calb biofilm kill,LYP inh 2,CYP2C9 activ,CYP2C9 inhib,PLK1 kinase inh,EphB4 ephrin blk,Rev-RRE block,LYP act,Plk1 PBD FP
C(=C\c1ccccc1)/C=N/Nc1nc(N2CCCCC2)nc(N2CCCCC2)n1,x,2,0.9,14,-7,1,10,0,9
O=C(NC(=S)Nc1nc(-c2ccccc2)cs1)c1cncc(Br)c1,x,6,1.2,-20,-6,1,5,-4,-28
c1ccc(OCCN2C3=NCCN3c3ccccc32)cc1,8,-31,1.1,-13,-4,-3,-11,28,16
CCCCOC(=O)NCN1C(=O)C2C3C=CC(C3)C2C1=O (stereo not drawn),x,4,1.1,-6,-6,-3,1,-1,24
O=C(N1CCOCC1)C12CC3CC(C1)CC(c1ccccc1)(C3)C2,6,2,0.6,37,-10,-2,2,2,13
Cc1ccn2cc(C(=O)Nc3ccccc3N3CCOCC3)nc2c1,-2,-23,0.5,45,-14,-4,8,21,-9
O=C(CSc1nnnn1-c1ccc(O)cc1)Nc1cccc(S(=O)(=O)N2CCCC2)c1,-6,-7,0.6,38,-6,0,9,4,16
CCOc1ccc2nc(NC(=O)C(NS(=O)(=O)c3cccs3)C(C)C)sc2c1 (stereo not drawn),5,1,1,3,-4,-3,4,3,23
Cc1ccccc1-n1c(SCC(=O)c2cc(C)n(C)c2C)nnc1-c1ccncc1,7,5,0.1,92*,-5,-6,3,-6,3
CCOC(=O)n1c(=O)oc2cc(S(=O)(=O)N3CCCCC3)ccc21,-4,8,x,x,-7,7,1,-10,0
CCC(=O)NS(=O)(=O)c1cccnc1Nc1ccc(Cl)cc1,x,12,0,96*,-8,0,6,-13,-16
COc1ccccc1Cc1noc(-c2cc(Cl)ccc2OC)n1,11,-1,2.3*,-134,-9,-3,15,4,0
O=C(COC(=O)c1ccccc1Nc1ccccc1)c1ccccc1,x,3,0.4,57*,-6,-2,10,2,-9
COc1cccc(NC(=O)C(NCC2CCCCC2)c2ccccc2)c1 (stereo not drawn),5,-6,0.2,77*,-3,0,9,6,-10
Cc1cc(NC(=O)CSc2nnc(C3COc4ccccc4O3)o2)no1 (stereo not drawn),5,-6,0.5,47,-14,3,2,6,-2
CCOc1ccc(N2C(=O)CC(N(O)c3ccccc3)C2=O)cc1 (stereo not drawn),10,-1,1.1,-10,-7,6,4,-2,-1
O=C(Nc1ccccc1C(=O)O)c1cccc(F)c1,6,8,x,x,-4,1,7,-6,13
O=C(Nc1ccc2oc(-c3ccncc3)nc2c1)c1c(F)c(F)c(F)c(F)c1F,-4,-10,1.2,-16,-8,0,7,6,-3
O=C(NCCN1C(=O)C2C3C=CC(C3)C2C1=O)N1CCCCC1 (stereo not drawn),12,-4,1,0,-17,1,9,3,24
O=C(O)CCCCCNC(=O)c1cccc(Br)c1,7,1,1,4,-19,-7,2,-3,3
CCC(=O)NCCc1nc2ccccc2n1CC,12,-1,0.7,30,-13,4,8,-1,11
CN1CCN(S(=O)(=O)c2ccc(NC(=O)Nc3cccc(Cl)c3)cc2)CC1,7,3,0.7,32,-8,2,1,-8,0
CCOc1ccccc1N1CCN(C(=O)c2cc3c(s2)CCC3)CC1,10,1,0.6,45,1,0,3,-1,-18
O=C1C(c2ccncc2)N(CCC2=CCCCC2)C(=O)CN1C1CCCCC1 (stereo not drawn),6,-9,0.5,54*,-5,-9,7,8,10
O=C(OCCN=C1NS(=O)(=O)c2ccccc21)C1CC(=O)N(c2ccc(Cl)cc2)C1 (stereo not drawn),x,-2,0.4,63*,-7,5,1,0,-13
CCOC(=O)Cn1c(C)cc(=O)c2ccccc21,2,-14,1,-4,-2,3,11,10,-10
O=c1c2cc(-c3ccccc3)sc2ncn1/N=C/c1ccco1,5,2,0.8,17,7,0,15,-4,2
Cc1ccc(C(=O)NC2CCCCCC2)cc1N1CCCC1=O,4,-3,1.2,-16,-10,-3,4,1,-9
Cc1ccc(C(=O)Nc2ccc(S(=O)(=O)NCc3ccco3)cc2)cc1,x,3,0.7,26,0,-5,-1,-5,-11
CCOC(=O)C1CCN(C(=O)c2ccc(Cl)c(Cl)c2)CC1,5,-14,0.9,11,-9,0,-1,10,-8
CCC1Oc2ccc(C)cc2N(CC(=O)NCCc2ccc(OC)c(OC)c2)C1=O (stereo not drawn),5,4,x,x,-12,5,3,-7,27
Cc1cc(C(F)(F)F)n2ncc(-c3ccc(F)cc3)c2n1,1,-16,0.8,22,-11,-3,1,17,15
CCOC(=O)c1sc(Nc2ccc(C)cc2C)nc1C,3,8,0.1,88*,-3,3,8,-6,-6
CC(C)NC(=O)NC(=O)COC(=O)Cc1ccsc1,8,-7,0.9,12,-6,7,2,5,23
CCCc1nc2ccccc2c(=O)n1/N=C/c1ccc(O)cc1O,1,5,0.8,22,3,0,2,-5,-1
O=C(CSc1nc(C2CC2)nc2ccccc12)Nc1ccc2c(c1)OCCO2,x,2,0.6,40,-6,4,2,1,-10
COc1ccc(S(=O)(=O)N(C)CC(=O)NCc2cccnc2)cc1C,5,-11,1.8,-84,-1,-6,0,14,-27
CCn1c(-c2cccnc2Cl)nc2ccccc21,x,-2,1.9,-93,-11,5,7,5,-19
CS(=O)(=O)N(CC(=O)NCc1ccccn1)c1ccc2c(c1)OCCO2,4,-6,1.2,-18,44,-1,3,4,-13
O=C(CSCc1cnn(-c2ccccc2)c1-n1cccc1)N1CCN(Cc2ccccc2)CC1,2,2,0,96*,-8,-8,1,-3,13
O=C(c1cccc(F)c1)n1nnc2ccccc21,7,9,1.1,-9,-7,0,9,-5,6
Cn1c(CCN2CCN(c3ccc(F)cc3)CC2)nc2cc(NC(=O)c3ccco3)ccc21,7,-3,0.8,23,2,1,3,0,-4
Cc1cc(C)cc(NC(=O)CN(C)S(=O)(=O)c2cnc[nH]2)c1,5,-3,x,x,-16,-3,1,0,11
CC(=O)N1CCN(c2ccccc2NC(=O)COc2ccc(Br)cc2)CC1,12,10,0.6,38,0,2,12,-7,8
O=C(CCc1nc2ccccc2s1)N1CCN(S(=O)(=O)c2cccs2)CC1,-3,-2,0.4,59*,-5,-9,9,1,5
Cc1ccc(C)c(CN2C(=O)C(C)Oc3ccc(C)cc32)c1 (stereo not drawn),x,0,0.9,9,-7,0,15,-3,12
CC#CCNCc1ccccc1,0,0,1.1,-8,-5,7,4,2,6
CCN(CC(N)=O)S(=O)(=O)c1ccc(Br)cc1,9,-12,1.1,-10,-11,5,5,9,-17
COc1ccc(C(CNC(=O)Cn2[nH]c(=O)c3ccccc3c2=O)N2CCCC2)cc1 (stereo not drawn),x,-5,0.9,7,-4,6,6,4,-3
O=S(=O)(c1ccc(Cl)cc1)N1c2ccccc2Oc2nc3ccccc3nc21,2,0,x,x,0,9,-2,-8,5
COc1ccc(NC(=O)C(NC(C)=O)C(=O)NCc2ccc(F)cc2)cc1 (stereo not drawn),x,1,0.9,15,-6,-2,6,1,-19
CN=C(Nc1ccccc1)SC1CC(=O)N(c2ccc(C(=O)OC)cc2)C1=O (stereo not drawn),x,7,0.3,68*,-24,-8,8,-5,-4
COc1ccc(CCNC(=O)c2cnccn2)cc1,5,1,0.9,7,-5,x,x,-3,-7
CC(C)C1=NN(C(=O)c2ccccc2)C(O)(C(C)(C)C)C1 (stereo not drawn),x,-8,0.9,5,-10,-3,1,11,20
N=c1n(CCOc2ccccc2)c2ccccc2n1CCN1CCOCC1,9,-9,1,-1,-17,-9,0,8,-27
O=[N+]([O-])c1ccc(N2CCCCCC2)c([N+](=O)[O-])c1,x,-6,1,0,2,-7,4,3,-7
Cc1cc2cc(CN(CC3CCCO3)C(=O)c3cnccn3)c(=O)[nH]c2cc1C (stereo not drawn),3,5,0.8,18,-9,3,3,-2,-6
CCC(=O)c1cc2c(cc1NC(=O)C(C)C)OCCO2,3,6,0.8,24,-7,-12,0,-9,-10
N#Cc1c(-c2ccccc2)nc(N2CCCCCC2)[nH]c1=O,6,13,0.8,17,-4,-4,3,-14,20
O=C(NCCNCc1ccc(F)cc1)c1ccco1,x,-4,1.2,-21,-7,0,0,0,21

# One compound at a time (already shown). Order of screens: Calb biofilm kill	LYP inh 2	CYP2C9 activ	CYP2C9 inhib	PLK1 kinase inh	EphB4 ephrin blk	Rev-RRE block	LYP act	Plk1 PBD FP
# `O=[N+]([O-])c1ccc(N2CCCCCC2)c([N+](=O)[O-])c1` reads x	-6	1	0	2	-7	4	3	-7
# `O=C(Nc1ccccc1C(=O)O)c1cccc(F)c1` reads 6	8	x	x	-4	1	7	-6	13
# `Cc1cc(C(F)(F)F)n2ncc(-c3ccc(F)cc3)c2n1` reads 1	-16	0.8	22	-11	-3	1	17	15
# `Cc1cc(NC(=O)CSc2nnc(C3COc4ccccc4O3)o2)no1` (stereo not drawn) reads 5	-6	0.5	47	-14	3	2	6	-2
# `O=C(c1cccc(F)c1)n1nnc2ccccc21` reads 7	9	1.1	-9	-7	0	9	-5	6

# (list continues)
SMILES,Calb biofilm kill,LYP inh 2,CYP2C9 activ,CYP2C9 inhib,PLK1 kinase inh,EphB4 ephrin blk,Rev-RRE block,LYP act,Plk1 PBD FP
C=CCSC1=C(C#N)C(c2ccc(C(C)C)cc2)CC(=O)N1 (stereo not drawn),6,5,0.2,82*,-1,-6,10,-7,9
O=P(c1ccc2c(c1)OCCO2)(N1CCOCC1)N1CCOCC1,6,-6,0.8,25,-16,-12,6,4,21
CCN(CC)CCCN(Cc1cc2cc3c(cc2[nH]c1=O)OCCO3)C(=O)Nc1ccc(F)cc1,9,-4,0.9,6,-2,-4,-1,2,-8
CC1(N2CCCCC2)CC2(O)C(=[N+]1[O-])CCC/C2=N\O (stereo not drawn),7,-14,1,2,1,-2,3,12,-21
Cc1ccc(CNC(=O)C2CCCN(S(=O)(=O)c3cccnc3)C2)cc1 (stereo not drawn),2,-5,0.5,46,-8,0,1,2,11
CCOc1ccccc1OCC(O)CNC (stereo not drawn),4,0,1.2,-20,-3,-4,8,-1,-24
COC(=O)C(NC(=O)c1ccccc1)=C(C)C,3,-2,1,4,-9,7,11,0,28
C/C(=N\Nc1nc2c(s1)CCCC2)c1ccccc1,x,-9,0.2,82*,-14,1,-5,7,1
CC(C)Cn1c2nc3ccccc3nc2c2c(=O)n(CCN3CCOCC3)cnc21,8,-3,0.7,26,-13,-1,-3,1,8
CCSc1nnc(-c2cccnc2)n1Cc1ccco1,3,16,1,0,-10,0,9,-13,20
CN(c1cccc(NC(=O)COc2ccc(Cl)cc2Cl)c1)S(C)(=O)=O,4,2,x,x,-4,-2,2,-3,-1
O=C(Nn1cnc2ccccc2c1=O)c1ccccc1Cl,x,7,1,4,4,0,6,-10,-30
N#CC1=C2SCN(Cc3ccco3)CN2C(=O)CC1c1cccc2ccccc12 (stereo not drawn),-9,-16,0.6,42,-12,-3,0,12,-12
O=C(CSc1oc(-c2ccco2)nc1S(=O)(=O)c1ccccc1)NCC1CCCO1 (stereo not drawn),x,3,x,x,-7,3,9,-4,-12
CC1=C(C(=O)OC(C)C)C(c2cccc(F)c2)n2ncnc2N1 (stereo not drawn),9,-7,0.7,26,12,7,6,5,1
O=C(O)CC(NC(=O)OCc1ccccc1)c1ccc(Br)cc1 (stereo not drawn),5,-10,0.7,30,1,0,5,7,16
COc1cccc(C(=O)N2CCN(C(=O)c3cccc(F)c3)CC2)c1,1,-8,x,x,1,-4,-2,7,-11
O=C(c1csc2c1CCCC2)N1CCN(c2ccc(F)cc2)CC1,11,6,x,x,-4,3,10,-6,-2
COc1cc(C)c(Br)cc1S(=O)(=O)N1CCOCC1,9,-1,x,x,-5,2,5,-2,11

# No enrichment for hits; any-hit rate near 20%.
